Compound activity: PubChem, several laboratories
PERK inh – inhibitors of human PERK kinase. inhibition, % at 5.6 µM. Q9NZJ5. hit rate 0.17% among 220,000. AID 1416. CHO PERK-DD fusion, SEAP luminescence translation reporter;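 active means inhibition above the mean inhibition of all tested compounds plus 3 SD, set separately per screening campaign, cut at about 2.9% in these data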;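 further: PERK kinase domain activated by AP20187 dimerizer at 100 nM; 0% = DMSO with dimerizer and 100% = rapamycin at 8.4 µM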
Target sequence (Q9NZJ5 whole entry, looked up, the tested form may be a part): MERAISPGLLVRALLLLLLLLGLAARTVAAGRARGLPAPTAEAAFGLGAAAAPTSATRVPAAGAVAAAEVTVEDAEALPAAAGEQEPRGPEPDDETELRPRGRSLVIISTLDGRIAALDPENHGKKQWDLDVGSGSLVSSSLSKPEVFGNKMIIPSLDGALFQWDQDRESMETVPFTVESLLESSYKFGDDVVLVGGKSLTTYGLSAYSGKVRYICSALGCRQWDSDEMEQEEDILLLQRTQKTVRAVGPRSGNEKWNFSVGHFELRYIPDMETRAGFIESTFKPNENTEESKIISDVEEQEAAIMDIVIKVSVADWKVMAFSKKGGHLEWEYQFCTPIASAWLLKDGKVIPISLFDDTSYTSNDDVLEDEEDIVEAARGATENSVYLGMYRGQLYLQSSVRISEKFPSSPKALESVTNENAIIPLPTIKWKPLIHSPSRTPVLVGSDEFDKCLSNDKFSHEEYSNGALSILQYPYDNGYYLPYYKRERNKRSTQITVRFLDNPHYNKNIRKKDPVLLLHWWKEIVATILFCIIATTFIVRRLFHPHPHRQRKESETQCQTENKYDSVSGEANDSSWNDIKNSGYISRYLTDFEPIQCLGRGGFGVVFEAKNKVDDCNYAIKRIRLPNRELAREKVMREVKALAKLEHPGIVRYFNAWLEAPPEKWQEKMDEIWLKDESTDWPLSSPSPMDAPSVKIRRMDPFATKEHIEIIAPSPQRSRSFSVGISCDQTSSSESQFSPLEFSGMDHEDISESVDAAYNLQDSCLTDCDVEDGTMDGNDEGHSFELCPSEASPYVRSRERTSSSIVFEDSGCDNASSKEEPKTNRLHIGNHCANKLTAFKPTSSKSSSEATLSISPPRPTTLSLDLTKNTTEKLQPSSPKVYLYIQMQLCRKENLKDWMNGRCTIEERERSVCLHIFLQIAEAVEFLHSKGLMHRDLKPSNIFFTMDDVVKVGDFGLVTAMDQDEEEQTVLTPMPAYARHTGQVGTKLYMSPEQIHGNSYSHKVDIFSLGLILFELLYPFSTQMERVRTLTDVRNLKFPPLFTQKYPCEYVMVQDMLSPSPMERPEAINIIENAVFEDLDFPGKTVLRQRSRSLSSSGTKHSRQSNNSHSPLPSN
Wee1 stabilizer – inhibitors of human Wee1 degradation | P30291 | HeLa Luc-Wee1K328M stability, luciferase luminescence; 100% = proteasome inhibitor MG132 effect | reporter increase, % at 5 µM | hit rate 1.2% among 220,000 | AID 1321;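 active means activation above the mean of all tested compounds plus 3 SD, set per screening run, cut at about 8.8% in these data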;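 further: cells exposed to compound for 20 h before luminescence read; 0% = DMSO alone and 100% = MG132 at 30 µM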
Thrombin inh – inhibitors of human thrombin; alpha-thrombin, Boc-VPR-AMC fluorogenic substrate cleavage; inhibition, % at 5 µM; hit rate 0.26% among 220,000; AID 1046;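 active means inhibition at or above 40%; inactive means inhibition below 40%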;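 further: 0% = enzyme with no compound and 100% = wells without enzyme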
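System: Human alpha-thrombin protein | Medium: pH 7.5 Tris (50 mM) with NaCl 150 mM, Tween 20 0.05% | Times: Enzyme reaction carried out at room temperature | Detection: AMC fluorescence, 355/460 nm | Evaluation: Percent inhibition scaled between no-compound controls and no-enzyme blanks | Benchmarks: Enzyme without compound as high, wells lacking enzyme as low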
KCC2 mod – modulators of human KCC2 chloride dependent transport; KCC2 cells, thallium flux FluoZin-2 fluorescence; Q9H2X9; B-score of Tl+ flux slope (higher = more flux/activation; lower = inhibition) at 10 µM; hit rate 2.2% among 190,000;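 active means thallium flux slope and its plate-corrected score both differing from the plate sample mean at a set confidence after two filtering rounds, in either direction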;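 further: slope of fluorescence scaled to starting intensity during 10 to 20 s after thallium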
p97 inhibitor – blocks human p97 ATPase activity. P55072. inhibition, % at 8 µM. hit rate 0.42% among 220,000. recombinant p97 ATPase, Kinase-Glo ATP luminescence, 3 h; in the data active means inhibition above about 15%;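 further: 0% = DMSO vehicle and 100% = wells lacking enzyme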
Furin inhibitor – blocks human furin protease activity | P09958 | purified furin, fluorogenic substrate cleavage | inhibition, % at 30 µM | hit rate 0.061% among 220,000 | AID 463115; in the data active means inhibition above about 25%; further: inactives centre near -15
FXIIa inh 1536 – factor XIIa (human) inhibition; P00748; purified FXIIa, Boc-QGR-AMC fluorogenic substrate, 2 h; inhibition, % at 5 µM; hit rate 0.3% among 220,000; in the data active means inhibition above about 40%;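 further: 0% = enzyme with no compound and 100% = blank without enzyme; many of its hits are not listed in these tables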
KLK5 inh – kallikrein 5 (human) inhibition; inhibition, % at 5 µM; hit rate 0.59% among 210,000; recombinant hK5, fluorogenic AMC substrate cleavage; AID 873;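 active means inhibition of 40% or more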;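 further: 0% = enzyme controls without compound and 100% = no-enzyme blanks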
FXIa inh 1536 – factor XIa (human) inhibition | purified FXIa, Boc-Glu-Ala-Arg-AMC fluorogenic substrate | inhibition, % at 5 µM | hit rate 0.14% among 220,000 | AID 798;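 active means inhibition of at least 40%; inactive means inhibition below 40%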;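 further: fluorescence of freed AMC excited at 355 nm; 0% = enzyme without compound and 100% = no enzyme blank; many of its hits are not listed in these tables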
* = called active by the depositor; nt = no result given; [ ] = dose if it differs, or a comment. The order is random (roughly 4.4% active in at least one column).

SMILES | PERK inh | Wee1 stabilizer | Thrombin inh | KCC2 mod | p97 inhibitor | Furin inhibitor | FXIIa inh 1536 | KLK5 inh | FXIa inh 1536
COc1cc(/C=C/C(=O)OCC(=O)NC(=O)NC(C)C)cc(S(=O)(=O)N2CCc3ccccc32)c1OC | -0.1 | 2 | 0 | -2.7 | 3 | -18 | 6 | -19 | 0
CCOC(=O)c1c(NC(=O)C(C)NCc2ccco2)sc2c1CCC(C)C2 (stereo not drawn) | -1.8 | 0 | 4 | 0.38 | -9 | -8[20 µM] | 8 | -18 | 4
C=CCNC(=S)Nc1sc2c(c1C(N)=O)CCCC2 | 0.3 | 3 | -10 | 8.3* | 11 | -24 | 7 | -2 | 0
c1ccc(-c2nnc3sc(CN4CCC5(CC4)OCCO5)cn23)cc1 | 0.4 | 0 | -4 | -0.49 | 5 | -26 | -11 | -13 | -5
Cc1ccc(-c2cc(C(=O)N(C)Cc3cnn(C)c3C)c3cc(Br)ccc3n2)cc1 | -0.4 | -3 | 1 | -0.23 | -1 | -19 | 7 | -3 | -26
CCCCNS(=O)(=O)c1ccc(OC)c2ncccc12 | 1.2 | -1 | -5 | 0.64 | 4 | 4[20 µM] | 2 | 17 | -8
CC1CCC(NC(=O)c2ccc3nc[nH]c3c2)CC1 (stereo not drawn) | 1.2 | 2 | -2 | 0.28 | 1 | -19[20 µM] | 1 | 4 | -8
Cn1c(N)c(C(=O)COC(=O)c2ncc(Cl)c(Cl)c2Cl)c(=O)n(C)c1=O | 1.8 | 0 | -13 | 0.0066 | 4 | -28 | 6 | 3 | -2
CCSc1nnc(C)c(=O)n1COC(=O)c1ccc(S(=O)(=O)N2CCCC2)cc1 | -0.2 | 0 | -15 | 0.19 | 3 | -8 | 9 | -12 | 5
O=C(c1ccc(-c2ccccc2)cc1)C1CCCN(C(=O)c2ccncc2)C1 (stereo not drawn) | -0.4 | -2 | -2 | -1 | 4 | -26 | 6 | 2 | 1
CCOC(=O)Cc1csc(NC(=O)Cc2ccccc2[N+](=O)[O-])n1 | 0.2 | -2 | -6 | 0.18 | 4 | -21 | 12 | 0 | 2
CCOCCn1c(CN2CCC(C)CC2)nc2c1c(=O)n(C)c(=O)n2C | -0.5 | 1 | -2 | 0.091 | 0 | -8 | 0 | -12 | -6
Cc1cc(C)cc(N(C(C)C(=O)NCCC2=CCCCC2)S(C)(=O)=O)c1 (stereo not drawn) | -0.8 | -2 | 3 | -0.37 | -3 | -18[20 µM] | 13 | -2 | -1
Cn1c(=O)[nH]c(=O)c2c1nc(N1CCOCC1)n2CC(=O)c1ccccc1 | 0.4 | 0 | 1 | 0.08 | 0 | -20 | 4 | -3 | -1
Cc1ccc(N2CCN(C(=O)CNS(=O)(=O)c3ccc(Br)s3)CC2C)cc1 (stereo not drawn) | -1.0 | 2 | 11 | -1.4 | -1 | -18 | 9 | -1 | 3
COCC(=O)N1CCCC(CNS(=O)(=O)c2ccc(OC)cc2)C1 (stereo not drawn) | -0.3 | 4 | -2 | 0.67 | -5 | -6 | 9 | -1 | 8
CC(C)(C)Cn1c(=O)[nH]c(=O)c2cc([N+](=O)[O-])cnc21 | 2.2 | -4 | 0 | 0.048 | 1 | -9 | 10 | -6 | 7
Cc1nnsc1C(=O)N1CCN(c2cc(C(F)(F)F)ccn2)CC1 | 0.9 | 1 | -2 | 0.89 | -1 | -5 | 11 | -1 | 3
COC(=O)Nc1nc(-c2ccc(F)cc2)c(C)s1 | 1.8 | 0 | -1 | -0.31 | 0 | -30 | -8 | -23 | -5
CN(c1ccc(C(=O)NC2CC2)cc1)S(=O)(=O)c1ccccc1 | 0.9 | -1 | -3 | 2.2 | 5 | -27[20 µM] | 12 | 1 | -2
CC12CCC(C(=O)NCc3ccco3)(OC1=O)C2(C)C (stereo not drawn) | 1.0 | -1 | 5 | -0.72 | 4 | -18 | 2 | -16 | 3
COc1cc(NC(=S)NNC(=O)C(C)(C)O)cc(OC)c1 | 0.7 | 4 | -3 | 0.4 | 2 | -15 | 0 | -11 | -7
COC(=O)CC1C(=O)NCCN1C(=O)CSc1nc2ccccc2c(=O)n1CC(C)C (stereo not drawn) | 1.1 | 2 | -2 | 22* | 0 | -23 | 9 | 0 | -3
Cc1nnc(NC(=O)C2CCCN(S(=O)(=O)c3ccccc3C(F)(F)F)C2)s1 (stereo not drawn) | -0.5 | -1 | -4 | -0.48 | -7 | -5 | 1 | 2 | -3
O=C(CSc1nnc(CNC(=O)c2cccs2)o1)Nc1cccc(C(F)(F)F)c1 | 0.2 | 2 | -12 | -0.24 | 1 | -24[20 µM] | 2 | -5 | 5
CC1(c2nnc(-c3ccc(F)cc3)o2)CC(c2ccccc2)=NO1 (stereo not drawn) | nt | nt | 1 | -0.58 | nt | -32 | 13 | 7 | 5
CC(=O)N(C(C)=O)S(=O)(=O)c1ccc(N=NN2CCOCC2)cc1 | 1.3 | 2 | 4 | 0.75 | 2 | -8 | 12 | 3 | 6
C/C=C/C=C/C(=O)N1CC2(CC(c3cccc(NC(=O)CCCCC)c3)=NO2)C[C@H]1C(N)=O (stereo partly drawn) | nt | nt | -3 | -0.87 | nt | -26 | 6 | 1 | -2
Cc1nn(-c2ccc3nnc(Br)n3n2)c(C)c1Br | 1.0 | -1 | 3 | -0.22 | -1 | -15 | 13 | -1 | -2
CCOC(=O)Cc1c(C)[nH]c(=S)[nH]c1=O | 1.5 | -1 | -5 | 0.8 | 1 | -12[20 µM] | 4 | -6 | -5
CCCN1CCC(=O)N([C@H](CSc2ccc(OC)cc2)Cc2ccccc2)CC1 | nt | nt | -4 | -0.98 | nt | -19 | 2 | -2 | -3
Cn1c(SCC(=O)C(C)(C)C)nnc1-c1ccccn1 | 0.1 | 2 | 4 | -0.024 | -4 | -15[20 µM] | 14 | 2 | 3
O=C(Cn1c(=O)n(CCC(=O)N2CCc3ccccc3C2)c(=O)c2ccccc21)NCC1CCCO1 (stereo not drawn) | -0.5 | -2 | -11 | nt | -2 | -30 | -16 | -2 | -11
COc1cc2[nH]c(=O)n(CCCCCC(=O)N3CCN(c4ccccc4)CC3)c(=O)c2cc1OC | -1.7 | -3 | 5 | -0.68 | -4 | -10[20 µM] | 10 | -9 | -1
COc1ccc(C(=O)NCc2ccc(-c3nc4ccccc4s3)cc2)cc1 | -1.4 | 3 | -3 | nt | 1 | -16[20 µM] | 2 | -18 | -3
COCCn1c(SCC(=O)Nc2ccccc2OC)nc2ccccc21 | 0.5 | -2 | -5 | -0.12 | 2 | -17 | 6 | 0 | -1
Cc1ccc(NC(=O)/C(=C\c2ccccc2)NC(=O)/C=C/c2ccccc2)cc1 | 0.2 | 2 | 3 | nt | -1 | -16 | 17 | 3 | 3
O=S(=O)(c1ccc(OCC2CO2)cc1)c1ccc(OCC2CO2)cc1 (stereo not drawn) | 0.1 | 0 | 2 | -2.5 | 3 | -22 | 5 | -4 | 12
COc1cccc(-c2nnn(CC(=O)Nc3cc(OC)c(NC(=O)c4ccco4)cc3OC)n2)c1 | -0.3 | 1 | 1 | -0.083 | 3 | -7[20 µM] | 12 | 4 | 3
O=C1Cc2ccccc2C(=O)N1Cc1ccccc1 | -0.5 | -3 | -1 | nt | -1 | -13[20 µM] | 5 | 7 | -23

2 of the compounds above, as tab-separated lines.
structure	PERK inh	Wee1 stabilizer	Thrombin inh	KCC2 mod	p97 inhibitor	Furin inhibitor	FXIIa inh 1536	KLK5 inh	FXIa inh 1536
COCCn1c(SCC(=O)Nc2ccccc2OC)nc2ccccc21	0.5	-2	-5	-0.12	2	-17	6	0	-1
Cc1ccc(NC(=O)/C(=C\c2ccccc2)NC(=O)/C=C/c2ccccc2)cc1	0.2	2	3	nt	-1	-16	17	3	3

Other entries
SMILES | PERK inh | Wee1 stabilizer | Thrombin inh | KCC2 mod | p97 inhibitor | Furin inhibitor | FXIIa inh 1536 | KLK5 inh | FXIa inh 1536
Cc1ccc(C(=O)CSc2nnc(COc3cccc4cccnc34)o2)cc1 | -0.7 | 0 | -3 | -4* | 1 | -29 | 10 | -21 | 6
CCCC(=O)Nc1cccc(NC(=O)c2ccc3c(c2)OCO3)c1 | 0.0 | 0 | 3 | nt | -2 | -14 | 14 | -12 | 6
COc1ccc(N2CCN(c3ccc(C(N)=O)cc3[N+](=O)[O-])CC2)cc1 | 1.1 | 2 | -4 | 0.65 | 6 | -19 | 5 | -1 | -2
COCCN1C(=O)N[C@@H](c2ccc(Br)cc2)C(C(C)=O)=C1C | 0.8 | 0 | 0 | 0.63 | 4 | -9 | 19 | -15 | 6
CCc1ccc(NC(=O)C2CCCCC2C(=O)O)cc1 (stereo not drawn) | 0.9 | -2 | 22 | nt | -3 | -26 | -5 | -18 | -12
COC(=O)C(C(=O)Nc1ccccc1C)C1CCCC1 (stereo not drawn) | 0.2 | 1 | -7 | nt | 4 | -3 | -7 | -27 | -3
COc1ccc2[nH]c(=O)c(CN(C)C(=O)C3CCCCC3)cc2c1 | -0.8 | 0 | -4 | nt | 5 | -4 | 4 | 3 | 0
Cn1c(SCc2nc(-c3ccc(Cl)cc3)no2)nnc1-c1ccco1 | 0.0 | -2 | -2 | -1.2 | 5 | -15 | 10 | -3 | 1
COc1ccc2[nH]c(=S)cc(C)c2c1 | 3.3* | -2 | -2 | 14* | 6 | -19 | 5 | -2 | -1
COC(=O)Cc1ccc(NC(=S)N2CCN(C)CC2)cc1 | 2.3 | 2 | -5 | 0.38 | 4 | -15 | 3 | -4 | -3
COCCOC(=O)c1c(C)oc2ccc(NS(=O)(=O)c3ccc(F)cc3)cc12 | -1.4 | 0 | -1 | -0.49 | 3 | -19 | 4 | 2 | 2
Clc1ccc(C2=NNC(=NCc3ccccc3)SC2)cc1 | 0.0 | 2 | -7 | -0.065 | -2 | -9 | 11 | -9 | 1

Quoted at random: three compounds from above.
SMILES | PERK inh | Wee1 stabilizer | Thrombin inh | KCC2 mod | p97 inhibitor | Furin inhibitor | FXIIa inh 1536 | KLK5 inh | FXIa inh 1536
Clc1ccc(C2=NNC(=NCc3ccccc3)SC2)cc1 | 0.0 | 2 | -7 | -0.065 | -2 | -9 | 11 | -9 | 1
COC(=O)Cc1ccc(NC(=S)N2CCN(C)CC2)cc1 | 2.3 | 2 | -5 | 0.38 | 4 | -15 | 3 | -4 | -3
CCCC(=O)Nc1cccc(NC(=O)c2ccc3c(c2)OCO3)c1 | 0.0 | 0 | 3 | nt | -2 | -14 | 14 | -12 | 6
